BRCA1 expr up = increases BRCA1 expression. MCF7-BRCA1-FFLuc reporter, luminescence, 48 h; response scale: scaled: vehicle 0%, 10 µM genistein 100%. Potency, µM (top dose mostly 46.1 µM), inactives show at the highest dose activation, actives largely listed as activators. actives 1.1% (n = 380,000). AID 624202; active means well fitted activation curve with a large enough effect; further: nearly all actives have a fitted effect of over 80% in size; some results filed as inactive show a strong effect at the top dose
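MCF7-BRCA1-FFLuc, 2000 cells/well; 2 h attach, 37 °C/5% CO2; compound 48 h; luciferase substrate 15 min; luminescence end-point. Norm. to genistein 10 microM max activation and DMSO; concentration-response curves fitted.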
An asterisk follows results filed as active; & = joins results of further samples. Potency means the concentration at half of the fitted maximal effect.

BRCA1 expr up | canonical_smiles
-5% | CN(C)c1ncnc2c1ncn2[C@H]1CN(Cc2ccc(F)cc2)C[C@@H](CO)O1
-52% | CC(C)(C)C1CCC(NC(=O)c2cnn3c2NC(=C2CC2)C=C3C(F)F)CC1 (configuration not stated)
72% | COc1ccc(N=C(C)C2C(=O)c3ccccc3C2=O)cc1
-22% | O=C(CC1CC2CCC1C2)N1CCN(S(=O)(=O)c2ccc(F)cc2)CC1 (configuration not stated)
-4% | COc1cc(C(O)c2nc(-c3cnn(C)c3)cs2)ccc1F (configuration not stated)
13% | O=C(O)c1ccc(-c2nn3c(=O)cc(N4CCNCC4)nc3s2)cc1
-60% | CN(C)CCNC(=O)c1cccc(-c2cc(NC=O)c3ncc(-c4cccc(C(F)(F)F)c4)n3c2)c1
-7% | NC(COCc1ccccc1)c1csc(Nc2ccc(S(N)(=O)=O)cc2)n1 (configuration not stated)
-51% | CC(=O)Nc1cc(-c2cccc(NS(C)(=O)=O)c2)cn2c(-c3ccc(F)c(Cl)c3)cnc12
-6% | CCCNC(=O)N(C)C[C@H]1Oc2ncc(C#CCc3ccccc3)cc2C(=O)N([C@H](C)CO)C[C@H]1C
-69% | CCCCCCNC(=O)OC12CN(C(=O)OC(C)C)N(C(=O)OC(C)C)CC1(O)CN(S(=O)(=O)c1ccc(C)cc1)C2 (configuration not stated)
-22% | COc1ccc([C@H]2N[C@]3(CCCN(Cc4ccc(F)cc4)C3=O)[C@H]3C(=O)N(Cc4ccccc4)C(=O)[C@@H]23)cc1
-59% | CCc1ccc2c(c1)NC(=O)C2(C)Cc1ccc(OC(F)(F)F)cc1 (configuration not stated)
-52% | CCCCCCCCN1C(=O)[C@H](CC(=O)NCc2cccc3ccccc23)C[C@@]2(C(=O)OCC)CCCC=C12
-22% | COc1cc(CCN(C(=O)c2cc3ccccc3[nH]2)C(C)c2nc3ccccc3[nH]2)cc(OC)c1 (configuration not stated)
0% | CCCNC(=O)C1(C)CCN(Cc2ccc3ccccc3c2Br)C1 (configuration not stated)
-8% | COc1ccccc1CNC(=O)C(=O)NCC1CCCN1S(=O)(=O)c1cc(C)ccc1C (configuration not stated)
-2% | Cc1cc(C(=O)CCC(=O)Nc2ccc(C(N)=O)cc2)c(C)s1
-70% | CC(C)C[C@H]1CNC(=S)N1C[C@H]1CCCN1C[C@H](Cc1ccc(O)cc1)N1C[C@H](Cc2ccc(O)cc2)N(CCc2ccccc2)C1=S
6% | CCCCn1nc(C(=O)NC2CCCCC2)c2ccccc2c1=O
11% | COc1ccc(CCn2c3c(c(=O)[nH]c2=S)CN(C)CN3)cc1OC
-25% | CCCCC[C@H](C)N1C[C@H](COCc2ccccc2)Oc2cc(N3CC[C@@H](O)C3)ccc2S1(=O)=O
1% | Cc1ccc(N(CC(=O)NC(C)(C)C)C(=O)CCC(=O)Nc2ccccn2)c(C)c1
-18% | COc1ccc(-c2cc3nc(-c4ccccc4)cc(N4CCN(C(C)=O)CC4)n3n2)cc1
-11% | O=C(COc1ccc(S(=O)(=O)N2CCCC2)cc1[N+](=O)[O-])N1CCCCC1
9% | CCc1nc2ccc(C(=O)Nc3cccc(OCC(=O)N(C)C)c3)cn2c1N(CC)CCOC
-22%&-17% | CCC(c1nnnn1-c1ccc2c(c1)OCCO2)N1CCN(c2ncccc2C(F)(F)F)CC1 (configuration not stated)
5% | CCOC1=C2[C@H](c3ccccc3)N(S(=O)(=O)c3ccc(C)cc3)[C@H](C(C)C)[C@H]2n2c(=O)n(-c3ccccc3)c(=O)n2C1
8% | Cc1nn(C)c(Cl)c1S(=O)(=O)N(Cc1ccco1)c1ncnc2nc[nH]c12
-55% | Nc1nc(N)c(N=O)c(Nc2ccc(Cl)c(Cl)c2)n1
-26% | NS(=O)(=O)c1ccc(S(=O)(=O)N2CCN(c3nc(-c4ccccc4)nc4ccccc34)CC2)cc1
3% | CCCCNC(=O)C(NC(=O)c1cccc(C(F)(F)F)c1)C(=O)c1ccccc1 (configuration not stated)
8.9µM* | Cc1oc(-c2ccc(Cl)cc2)cc1C(=O)N1CCC1(C)C(=O)O (configuration not stated)
-37% | CCOc1ccc(CCN2C(=S)N([C@@H](Cc3ccc(O)cc3)CN3CCC[C@@H]3CN3C(=S)NC[C@@H]3Cc3ccccc3)C[C@@H]2CC(C)C)cc1
0% | O=C(OCc1ccccc1)N1CCN(/[N+]([O-])=N/Oc2ccc([N+](=O)[O-])cc2[N+](=O)[O-])CC1
0% | CC(C)c1cccc(-c2csc(C(C)(O)c3ccccc3)n2)c1 (configuration not stated)
-6% | CN(C)Cc1csc(NC(=O)Nc2ccccc2Cc2ccccc2)n1
0% | COc1ccc(OC)c2c1C(=O)CC2C (configuration not stated)
-8% | CCc1ccc(N2CC(C(=O)N(CC)CC(=O)Nc3c(F)cccc3F)CC2=O)cc1 (configuration not stated)
36% | Cc1ccc(C(O)c2ncc(-c3ccccc3C)[nH]2)cc1 (configuration not stated)
15% | OC[C@@H]1CN(Cc2cccs2)C[C@H](n2cnc3c(N4CCOCC4)ncnc32)O1
8% | CC(=O)Nc1ccc(S(=O)(=O)CC(=O)CS(=O)(=O)c2ccc(NC(C)=O)cc2)cc1
4% | CCCS(=O)(=O)NC(=O)C1(C)CCCN(C(=O)COc2ccccc2)C1 (configuration not stated)
13% | CC(=O)NC(c1ccccc1)c1nc(-c2ccccc2)cs1 (configuration not stated)
-14% | CC(=O)Nc1cccc(-c2csc(C(O)c3cccc(Cl)c3)n2)c1 (configuration not stated)
-27% | Cc1cc(SCC(=O)N2c3ccccc3NC(=O)CC2C)nc2ccccc12 (configuration not stated)
-11% | CC(C)Nc1nc(-c2ccccc2F)c2sc(-c3ccccc3)cc2n1
3% | COc1cc2c(=O)n(C)c3ccccc3c2cc1OC
-5% | CCc1sc(C(=O)N(CCOC)c2c(N)n(Cc3ccccc3)c(=O)[nH]c2=O)cc1C
2% | COc1ccc(S(=O)(=O)N2CCCC2CNC(=O)C(=O)NC2CCCC2)cc1 (configuration not stated)

Next section.
BRCA1 expr up | canonical_smiles
13% | CC(O)(c1cccnc1)c1nc(-c2ccc3ccccc3c2)cs1 (configuration not stated)
16% | C[C@H](NC(=O)[C@@H]1CCCN1C(=O)[C@@H]1CCCN1C(=O)c1ccccc1)c1ccccc1
-4% | COc1ccc(C(N)c2csc(Nc3ccc(S(C)(=O)=O)cc3)n2)cc1 (configuration not stated)
-6% | COc1ccc(CN(Cc2ccccc2)C(=O)c2ccncc2)cc1COc1ccc(NC(C)=O)cc1
-7% | Cc1ccccc1C(=O)NCC(=O)OCC(=O)NNC(=O)c1ccccc1F
3% | O=C(NCc1ccccn1)[C@@H]1CCCN1C(=O)[C@@H]1CCCN1C(=O)c1ccccc1
-27% | CCc1nc2c(OCc3ccc(Cl)cc3)cccn2c1N(C)C(=O)c1ccncc1
8% | COc1ccc(/C=C/C(=O)Nc2ccc(C(C)=O)cc2)cc1S(=O)(=O)N1CCOCC1
-65% | CCOc1ccc(NC(=O)c2nc(S(=O)(=O)Cc3ccc(F)cc3)ncc2Cl)cc1
-45% | CCCCCc1c(CC)ncn1CCc1ccccc1OC

Five structures already listed, ordered by SMILES length, highest first:
BRCA1 expr up | canonical_smiles
16% | C[C@H](NC(=O)[C@@H]1CCCN1C(=O)[C@@H]1CCCN1C(=O)c1ccccc1)c1ccccc1
8% | COc1ccc(/C=C/C(=O)Nc2ccc(C(C)=O)cc2)cc1S(=O)(=O)N1CCOCC1
-27% | CCc1nc2c(OCc3ccc(Cl)cc3)cccn2c1N(C)C(=O)c1ccncc1
-4% | COc1ccc(C(N)c2csc(Nc3ccc(S(C)(=O)=O)cc3)n2)cc1 (configuration not stated)
-7% | Cc1ccccc1C(=O)NCC(=O)OCC(=O)NNC(=O)c1ccccc1F

Continued:
BRCA1 expr up | canonical_smiles
-8% | CN(C)c1ccc(/C=C/c2ccnc3ccc(-c4ccccc4)cc23)cc1
4% | CC1(C(=O)NS(C)(=O)=O)CCN1C(=O)CC(c1ccccc1)c1ccccc1 (configuration not stated)
-56% | Cc1ccccc1-c1ccc(CN2C(C)C(=O)N(Cc3cn(Cc4ccco4)nn3)CCS2(=O)=O)cc1 (configuration not stated)
-16% | CCOc1ccc(CCN2C(=O)C(=O)N([C@@H](Cc3ccccc3)CN3CCC[C@H]3CN3C(=O)C(=O)NC[C@@H]3Cc3ccc(O)cc3)C[C@@H]2Cc2ccc(O)cc2)cc1
-17% | COc1ccc(CN(C)C[C@@H]2OCCCC[C@@H](C)Oc3ccc(N(C)C)cc3C(=O)N([C@H](C)CO)C[C@@H]2C)cc1
-11% | C[C@@H](NC(=O)[C@H]1O[C@@H](n2cnc3c(N)ncnc32)[C@H](O)[C@@H]1O)c1cccc2ccccc12
-11% | C#CCN(C[C@H]1[C@H](OC(=O)Nc2cccs2)[C@H](OC(=O)Nc2cccs2)C[C@H]2C(=O)N(c3ccccc3)C(=O)[C@@H]12)S(=O)(=O)c1ccc(C)cc1
-68% | CC(C)C1C(=O)N(Cc2cn(Cc3ccco3)nn2)CCS(=O)(=O)N1Cc1ccc(-c2ccc(Cl)cc2)cc1 (configuration not stated)
23% | CC1(Cc2cccc(C(N)=O)c2)C(=O)Nc2c(Cl)cccc21 (configuration not stated)
9% | CCCCN1CC(C)(C)[C@H](CC(=O)NC)C1=O

Arranged by value in BRCA1 expr up (falling): 5 from the list above.
BRCA1 expr up | canonical_smiles
-11% | C[C@@H](NC(=O)[C@H]1O[C@@H](n2cnc3c(N)ncnc32)[C@H](O)[C@@H]1O)c1cccc2ccccc12
-16% | CCOc1ccc(CCN2C(=O)C(=O)N([C@@H](Cc3ccccc3)CN3CCC[C@H]3CN3C(=O)C(=O)NC[C@@H]3Cc3ccc(O)cc3)C[C@@H]2Cc2ccc(O)cc2)cc1
-17% | COc1ccc(CN(C)C[C@@H]2OCCCC[C@@H](C)Oc3ccc(N(C)C)cc3C(=O)N([C@H](C)CO)C[C@@H]2C)cc1
-56% | Cc1ccccc1-c1ccc(CN2C(C)C(=O)N(Cc3cn(Cc4ccco4)nn3)CCS2(=O)=O)cc1 (configuration not stated)
-68% | CC(C)C1C(=O)N(Cc2cn(Cc3ccco3)nn2)CCS(=O)(=O)N1Cc1ccc(-c2ccc(Cl)cc2)cc1 (configuration not stated)

Other compounds follow:
BRCA1 expr up | canonical_smiles
100% | CC(O)(c1cccc(F)c1)c1nc(-c2cccc(C(=O)O)c2)cs1 (configuration not stated)
4% | CC(C)c1ccc(CC(=O)N2CCC2(C)C(=O)NCCC#N)cc1 (configuration not stated)
-68% | C[C@@H]1ON(C)[C@H]2C[C@H]3c4[nH]c5ccc(-c6ccc7c(c6)OCO7)cc5c4CCN3C(=O)[C@@H]12
13% | CC(=O)NC(c1cccc(F)c1)c1nc(/C=C/c2ccccc2)cs1 (configuration not stated)
-43% | CCCCc1c(-c2ccc(OC)c(OC)c2)ncn1CCc1ccccc1OC
20% | COc1cc(CN2C[C@@H](CO)O[C@@H](n3cnc4c(NCCCO)ncnc43)C2)cc(OC)c1OC
-45% | COc1cc(NC(=O)c2cccc3c(-c4cccnc4)coc23)cc(OC)c1OC
7% | CCC(=O)N1CCCC1(C)C(=O)Nc1ccc(C)c(C)c1 (configuration not stated)
8% | COc1ccc(/C=C(/NC(=O)c2ccco2)C(=O)NCc2ccco2)cc1
5% | CCc1cccc(NC(=O)COC(=O)c2ccccc2OCc2ccccc2Br)c1
-43% | C[C@@H]1CCCCO[C@@H](CN(C)S(=O)(=O)c2ccccc2)[C@@H](C)CN([C@H](C)CO)C(=O)c2cc(NS(=O)(=O)c3ccc(F)cc3)ccc2O1
-10% | COc1ccc(-c2nc3c4ccccc4ccn3c2Cc2ccc(C)cc2)cc1OC
-2% | COc1ccc(/C=C/C(=O)c2c(O)c(OC)c3occc3c2OC)cc1OC
17% | CCNC(=O)c1c(NC(=O)c2nc(SCC)ncc2Cl)sc2c1CCCC2
-5% | CCc1ccccc1NC(=O)C1CCN(S(=O)(=O)c2ccc(N3CCCC3=O)cc2)CC1
-56% | C[C@H]1CN([C@@H](C)CO)S(=O)(=O)c2ccc(Br)cc2O[C@@H]1CN(C)Cc1ccccc1
-7% | COc1ccc(CN(C)C(=O)CNC(=O)c2sc3ccccc3c2Cl)c(OC)c1
9% | CCCS(=O)(=O)NC(=O)C1(C)CCCN(C(=O)c2ccc3snnc3c2)C1 (configuration not stated)
6% | O=C(NCc1cccnc1)c1cc(C2CCCCN2S(=O)(=O)Cc2ccccc2)on1 (configuration not stated)
-53% | CC(C)c1cccc(-c2csc(C(O)c3cccc(Cl)c3)n2)c1 (configuration not stated)
10% | COc1ccc(OC)c(NS(=O)(=O)c2ccccc2)c1
-8% | C[C@@H]1CN([C@@H](C)CO)S(=O)(=O)c2ccc(-c3ccc(C#N)cc3)cc2O[C@@H]1CN(C)Cc1ccccn1
-15% | COC(=O)c1cccc(NC(=O)/C(=C\c2ccco2)NC(=O)c2ccco2)c1
3% | O=C(Nc1ccc2c(c1)OCCO2)c1[nH]c(C(F)(F)F)nc1-c1ccccc1
-1% | CCOC(=O)C(=O)NCC1CCCN1S(=O)(=O)c1cccs1 (configuration not stated)
0% | O=C(c1ccc2c(=O)n(CCc3ccccc3)c(=O)[nH]c2c1)N1CCN(C(=O)c2ccco2)CC1
5% | CC(=O)Nc1cncc(-c2cnn(CC(C)C)c2)n1
1% | CC1(C(=O)NS(=O)(=O)c2ccc(C#N)cc2)CCN1C(=O)c1ccccc1CCc1ccccc1 (configuration not stated)
3% | CC1(C)OC(=O)C2=C(C[C@@H](C3CCCC3)O[C@@H]2c2ccc(Cl)cc2)O1
-46% | COc1ccc(OCCNC(=O)C2(C)CCN2Cc2ccc3ccccc3c2)cc1 (configuration not stated)
16% | COCCCN1C(=O)C(CC(=O)NCCCN(C)C)CC(C(=O)N2CCOCC2)=C1C (configuration not stated)
8% | Nc1[nH]c(C(=O)c2ccccc2)c(-c2ccncc2)c1C(=O)NCc1cccc2ccccc12
1% | Cc1cc2nc(-c3nnnn3Cc3ccccc3)c(=O)[nH]c2cc1C
-65% | CCCCCC(=O)N1C[C@@H](O)[C@H](n2cc(-c3ccc(F)cc3)nn2)C[C@@H]1c1ccc(Cl)cc1
75% | COc1cccc(-c2ccc(NC(=O)C3CCCN(Cc4cccc(C)n4)C3)cc2)c1 (configuration not stated)
-9% | C[N+](C)(C)c1ccc(/C=C2\C=Cc3ccccc32)cc1

This is a subset; the hit share may differ from the screen's.
